GLA spleen mod: qHTS Assay for Inhibitors and Activators of Human alpha-Galactosidase From Spleen Homogenate. Alpha-galactosidase A (Homo sapiens), P06280. human spleen homogenate, 4MU-alpha-Gal fluorescence, 40 min. AID 2107, 2009. Potency, µM (doses to about 80 µM), inactives show at the highest dose activity change, negative = inhibition, hits mostly inhibitors. 240,000 compounds, 0.008% hits;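 note: 0% = enzyme with vehicle and -100% = no enzyme basal signal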
Target sequence (P06280 32-429 limits assumed): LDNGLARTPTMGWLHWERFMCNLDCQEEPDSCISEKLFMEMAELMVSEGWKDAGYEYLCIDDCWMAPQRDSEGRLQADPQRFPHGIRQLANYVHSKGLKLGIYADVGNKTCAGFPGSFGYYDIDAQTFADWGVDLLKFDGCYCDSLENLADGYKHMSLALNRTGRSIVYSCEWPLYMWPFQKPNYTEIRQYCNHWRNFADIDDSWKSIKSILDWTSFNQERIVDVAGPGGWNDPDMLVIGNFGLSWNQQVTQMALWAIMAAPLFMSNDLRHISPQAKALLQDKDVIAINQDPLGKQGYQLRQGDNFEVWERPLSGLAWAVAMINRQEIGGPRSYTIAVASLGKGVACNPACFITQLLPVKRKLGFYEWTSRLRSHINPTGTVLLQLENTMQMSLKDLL
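Inhibition or activation of alpha-galactosidase in human spleen homogenate is scored by 4-MU fluorescence after 40 min at 37C, pH 5.0, with 1 mM substrate. AC50s come from concentration-response fitted to the Hill equation.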
HTT cytoprotect: qHTS Multiplex Assay to Identify Dual Action Probes in a Cell Model of Huntington: Cytoprotection (ATP); PC12 HTT-Q103 induced, cytoprotection, ATP luminescence, 40 h; Potency, µM (titrated, usually from 56.4 µM), for the others: cytoprotection (ATP increase), hits mostly activators; 230,000 compounds, 0.14% hits; AID 1471, 2008;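 note: % of control where 0% means no effect; nearly all actives have a fitted effect of over 45% in size; toxic huntingtin expression switched on by the ecdysone agonist tebufenozide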
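Compounds were screened for protection of PC12 cells against cell death after tebufenozide induction (100 nM final) of mutant Huntingtin exon 1 (Q103) fused to GFP.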
GAA inhib: qHTS Assay for Inhibitors of Human alpha-Glucosidase as a Potential Chaperone Treatment of Pompe Disease | Lysosomal alpha-glucosidase (Homo sapiens), P10253 | purified human GAA, 4-MU-alpha-glucoside fluorescence | Potency, µM (titrated, usually from 76.9 µM), inactives show at the top dose activity change, negative = inhibition, actives largely listed as inhibitors | 200,000 compounds, 0.005% hits | AID 1466, 2008;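 note: plate controls were uninhibited enzyme wells for no effect and no-enzyme background for full effect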
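Human enzyme at 4 nM with 400 uM 4-methylumbelliferyl-alpha-D-pyranoside, citrate/phosphate buffer pH 5.0, 0.005% Tween-20, 20 min at room temperature. Compounds up to 77 uM. 4-MU fluorescence (Ex 365/Em 440) read after NaOH/glycine stop; AC50 from Hill fit.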
Tau FP inhib: qHTS for Inhibitors of Tau Fibril Formation, Fluorescence Polarization; Microtubule-associated protein tau (Homo sapiens), P10636; K18 P301L tau heparin fibrillization, Alexa594 FP, 6 h; AID 1468, 2008; 280,000 compounds, 0.39% hits; Potency, µM (top dose mostly 57.7 µM), without a hit: at the highest dose activity, negative = inhibition, usual class: inhibitors; note: % is set by controls: 0 for no effect and ±100 for the full control effect; nearly all actives have a fitted effect of over 55% in size
Target sequence (P10636 561-689 P618L limits assumed): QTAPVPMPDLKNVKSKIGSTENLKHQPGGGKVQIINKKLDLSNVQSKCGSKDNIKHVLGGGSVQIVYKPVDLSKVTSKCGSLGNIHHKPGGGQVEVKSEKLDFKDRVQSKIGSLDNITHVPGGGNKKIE
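Human K18 P301L fragment (15 uM unlabeled plus 0.24 uM Alexa 594-labeled) in 100 mM sodium acetate pH 7 with compound, aggregation induced by 20 uM heparin for 6 hr at 37 C. ThT (30 uM) added for 1 hr, then Alexa 594 FP read.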
aGlu spleen mod: qHTS Assay for Inhibitors and Activators of Human alpha-Glucosidase From Spleen Homogenate; Lysosomal alpha-glucosidase (Homo sapiens), P10253; human spleen homogenate, 4-MU-alpha-glucoside fluorescence; Potency, µM (series often up to 79.9 µM), for the others: top-dose activity change, negative = inhibition, usual class: inhibitors; 240,000 compounds, 0.006% hits;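 note: 0% = enzyme with vehicle and -100% = no enzyme basal signal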
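Enzyme source: human spleen homogenate, 1 ug/well. Buffer 50 mM citric acid/K phosphate pH 5.0, 0.01% Tween-20. 4-MU-alpha-glucoside 1 mM; 37 C x 40 min; NaOH/glycine stop; fluorescence.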
Tau ThT inhib: qHTS for Inhibitors of Tau Fibril Formation, Thioflavin T Binding. recombinant tau K18 P301L, heparin-induced fibrillization, ThT fluorescence. Potency, µM (highest dose often 57.4 µM), without a hit: at the top dose activity, negative = inhibition, actives largely listed as inhibitors. 270,000 compounds, 2.1% hits. AID 1460, 2008; note: % is set by controls: 0 for no effect and ±100 for the full control effect; nearly all actives have a fitted effect of over 55% in size
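Heparin-induced (20 uM) aggregation of recombinant human K18 P301L tau, 15 uM unlabeled with 0.24 uM labeled, pH 7 acetate buffer, 6 hr at 37 C with compound. Fibrils quantified by 30 uM ThT fluorescence after 1 hr ambient incubation.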
Tau fluor counter: Counterscreen qHTS for Inhibitors of Tau Fibril Formation, Fluorescence Polarization; tau K18 P301L Alexa594 fluorescence, heparin fibrillization; Potency, µM (titrated, usually from 57.7 µM), inactives show top-dose activity change, negative = decrease; 280,000 compounds, 0.93% hits; note: % is set by controls: 0 for no effect and ±100 for the full control effect; nearly all actives have a fitted effect of over 55% in size
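Human tau K18 P301L (15 uM unlabeled, 0.24 uM Alexa 594-labeled) in 100 mM sodium acetate pH 7 with 20 uM heparin, 6 hr at 37 C. ThT 30 uM added, 1 hr ambient; Alexa 594 FP and total fluorescence read at 555/632 nm.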
GAA glycogen mod: qHTS Assay for Inhibitors and Activators of Human alpha-Glucosidase Cleavage of Glycogen; Potency, µM (top dose mostly 76.4 µM), for the others: at the highest dose activity change, negative = inhibition, actives largely listed as inhibitors; Lysosomal alpha-glucosidase (Homo sapiens), P10253; AID 2100, 2009; recombinant GAA, glycogen substrate, Amplex Red glucose oxidase fluorescence; 300,000 compounds, 0.38% hits;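 note: 0% = full enzyme reaction and -100% = no-enzyme basal signal; the screen sought inhibitors and activators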
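Recombinant enzyme (4 nM final) with compounds titrated up to 77 uM and bovine liver glycogen (30 ug) in citrate pH 5.0, 0.01% Tween-20, 37 C 40 min. Released glucose detected by Amplex Red/glucose oxidase (Ex 573/Em 610); AC50 from Hill fits.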
* = called active by the depositor; ? = inconclusive; / = no result given; & = joins results of further samples; [ ] = remark or other dose. Calls come from the whole dose curve; as a rule, active = well fitted curve in the direction sought with a large enough effect; inconclusive = small, poorly fitted or top-dose-only effect, or another doubt; inactive = no such curve, though single readings can be large; an effect the other way counts as inactive or inconclusive. Potency is the fitted concentration of half-maximal effect.

SMILES	GLA spleen mod	HTT cytoprotect	GAA inhib	Tau FP inhib	aGlu spleen mod	Tau ThT inhib	Tau fluor counter	GAA glycogen mod
CCOc1ccc(CCNC(=O)c2cn(C)c3ccc(S(=O)(=O)N4CCCCCC4)cc3c2=O)cc1OCC	/	/	/	0%	/	-2%	-23%	4%[76.3 µM]
O=C(CN(C(=O)Cn1nnc(-c2ccccc2F)n1)c1cnc2ccccc2c1)NCC1CCCO1 (stereo unspecified)	5%	-15%	-1%	-4%	/	2%	-7%	5%
Cc1ccc(-n2c(C)nc3c(cnn3-c3ccc(C)c(C)c3)c2=O)cc1C	-8%	-57%[inhibitor]	-5%	9%	0%	?	-19%	1%
Cc1ccc(CNC(=O)Cn2nnc3ccccc3c2=O)cc1	0%	-30%	7%	-8%	1%	-9%	-10%	2%
N#Cc1ccsc1NC(=O)CSc1ncnc2ccccc12	1%	29%[4.97 µM]	-4%	-3%	-3%	?	-23%	-15%
O=C(Nc1nc2cc3c(cc2s1)OCCO3)c1cccs1	8%	-33%[10 µM]	/	?	4%	-16%	?	2%
Cc1ccc2[nH]c(=O)c(CN(CCc3ccccc3)C(c3nnnn3Cc3ccco3)C(C)C)cc2c1 (stereo unspecified)	-8%	-38%&-5%[inhibitor][10 µM]	/	0%[0.0958 µM]	-2%	/	7%[0.0958 µM]	-2%
CCOC(=O)C(=O)Nc1ccc(Oc2ccccc2)cc1	3%	-13%	-10%[15.4 µM]	6%	2%	-7%	-9%	-13%
Cc1cc([N+](=O)[O-])nn1CC(=O)Nc1sc2c(c1C(N)=O)CCCC2	10%	27%[10 µM]	-7%	-8%	-9%	?	-17%	-5%
Cc1nc2ccc(-c3nc4ccccc4o3)cc2[nH]1	-1%	-83%[inhibitor]	-12%	-8%	-4%	-14%	-18%	-1%
CCSc1nnc(Cn2c(=O)sc3ccccc32)n1C	-8%	-15%[10 µM]	-8%	?	-4%	-4%	5%	-1%
COCCNC(=O)c1c(N)sc2c1CCCC2	5%	0%	11%	?	6%	28µM*	-24%	-7%
CCn1cc(C(=O)N2CCN(C(=O)c3ccco3)CC2)c2cc(OC)c(OC)cc2c1=O	-19%	-6%[10 µM]	-3%	-1%	4%	4%	1%	4%
CC(=O)Nc1ccc(NC(=O)c2cc(-n3cnnc3)ccc2Cl)cc1	-7%	12%[10 µM]	-9%	7%	1%	-1%	10%	16%
Cc1ccn(C(=O)c2cc3cc(Cl)ccc3oc2=O)n1	-10%	-13%	-4%	-2%	0%	-9%	-3%	8%
NC(=O)NC(CC(=O)OCC(=O)NC(=O)NCc1ccco1)c1ccc(Cl)cc1 (stereo unspecified)	6%	-33%	-17%	4%	0%	0%	-4%	2%
CC(C)CN1CCN(Cc2ccc3ncccc3c2)CC1CCO (stereo unspecified)	10%	-41%[inhibitor]	-6%	8%	2%	-13%	-11%	-10%
O=C(COC(=O)CCc1ccc(S(=O)(=O)N2CCOCC2)cc1)Nc1ccc(Cl)cn1	0%&7%	-17%	3%	1%&9%	-12%&0%	6%&8%	-11%&-3%	0%&-9%
O=C(CN1CCN(S(=O)(=O)c2ccccc2)CC1)Nc1ccc2c(c1)CCC2	-16%	-5%[10 µM]	1%	1%	-5%	5%	6%	-5%
COc1cc(/C=N/NC(=O)CC2(C)OCCO2)cc(Br)c1O	13%	-4%	6%	?	6%	-7%	-8%	0%
CCc1ccc(-n2c(=O)c3c(C)c(C)sc3n(CC(=O)NCc3ccc(C)cc3)c2=O)cc1	/	/	/	-6%	/	-1%	1%	-2%[76.3 µM]
CCc1ccc(N2CN(Cc3cccnc3)CNC2=S)cc1	-12%	25%[10 µM]	2%[15.4 µM]	3%	7%	-12%	-8%	4%
Cc1cccc(Cn2ccc(-c3ccc(Cl)cc3)c(C#N)c2=O)c1	-6%	14%	4%	-10%	-2%	-2%	-5%	5%
COC(C(C)/C=C/CC(=O)OCCCc1ccccc1)C1CCCCC1 (stereo unspecified)	3%[17.5 µM]	?	/	-3%[11.6 µM]	-1%[17.4 µM]	-12%[11.5 µM]	-10%[11.6 µM]	/
COCCNC(=O)C(c1ccco1)N(C(=O)Cn1nnc2ccccc21)c1ccccc1C (stereo unspecified)	1%	7%	-1%	3%	-7%	1%	4%	-14%
CC(C)Cc1nc2sc3c(SCC(N)=O)ncnc3c2c2c1CCC2	7%	6%[10 µM]	-11%	-4%	5%	-17%	-14%	11%
Cc1ccc2cc3c(N)[nH]nc3nc2c1	-1%	-25%[10 µM]	-1%	8%	-14%	3%	-1%	?
CC(C)(C)C(=O)NC(=S)Nc1ccccc1N1CCCC1	0%	4%[10 µM]	11%	2%	-2%	2%	-2%	?
O=C(CSc1nc(NS(=O)(=O)c2ccccc2)cc(=O)[nH]1)Nc1ccc(Cl)cc1	0%	2%[10 µM]	-2%	?	-1%	-16%	-12%	8%
Clc1ccc(OCc2nc(-c3ccncc3)no2)c(Cl)c1	11%	-26%	0%	0%	5%	-17%	-13%	-1%
COC(=O)c1c(-c2cccs2)csc1NC(=O)c1ccc(Br)cc1	/	/	/	?	/	16µM*	-24%	8%[76.3 µM]
CN1/C(=C\C(=O)CN2C(=O)NC3(CCCCCC3)C2=O)C(C)(C)c2ccccc21	5%	8%[10 µM]	0%	6%	-3%	?	14%	2%
CCOC(=O)N1CCc2c(sc3c2c(=O)n(-c2ccc(CC)cc2)c(=O)n3CC(=O)c2ccc(F)cc2)C1	/	/	/	-10%	/	1%	-4%	3%[76.3 µM]
COc1ccc(C(C)=O)cc1CSc1nnc(SCc2cc(C(C)=O)ccc2OC)s1	-7%	4%[10 µM]	/	-13%	-5%	2%	-22%	5%
COc1cc2nc(NC(=O)c3ccco3)sc(=O)c2cc1OC	1%	-19%[10 µM]	/	-9%	-8%	/	-4%	4%
Cc1ccc(C(=O)COC(=O)c2ccc(-c3cnc4ccccc4n3)cc2)cc1C	3%	-2%[1.9 µM]	1%	-9%	1%	?	-13%	-3%
CCCOc1ccc2ccccc2c1/C=N/n1c(C)nnc1-n1nc(C)cc1C	25%	-15%[10 µM]	-10%	-9%	-7%	?	-6%	-6%
CCCSC1=N/C(=C/c2ccsc2)C(=O)N1c1ccccc1	4%	21%[10 µM]	-3%	-8%	-1%	-8%	-12%	-7%
Cn1c(N)c(C(=O)COc2ccc(C#N)cc2)c(=O)n(C)c1=O	-11%	-16%	5%	-4%	9%	4%	-7%	2%
Fc1ccc(Cc2cn3cc(-c4ccccc4)nc3s2)cc1	/	/	/	?	/	-11%	-16%	12%[76.3 µM]

Tau ThT inhib: what is marked active above
SMILES | GLA spleen mod | GAA inhib | Tau FP inhib | aGlu spleen mod | Tau ThT inhib | GAA glycogen mod
COCCNC(=O)c1c(N)sc2c1CCCC2 | 5% | 11% | ? | 6% | 28µM* | -7%
COC(=O)c1c(-c2cccs2)csc1NC(=O)c1ccc(Br)cc1 | / | / | ? | / | 16µM* | 8%[76.3 µM]

Going on with the list:
SMILES	GLA spleen mod	HTT cytoprotect	GAA inhib	Tau FP inhib	aGlu spleen mod	Tau ThT inhib	Tau fluor counter	GAA glycogen mod
N#CCCN1CCN(S(=O)(=O)c2ccc(S(=O)(=O)NCc3ccccc3)cc2)CC1	-7%	-7%	-2%	5%	-10%	-13%	-9%	-8%
Cc1ccc(-c2nnc(N3CCN(C(=O)COc4cccc(C)c4)CC3)c3ccccc23)cc1	1%	-10%[10 µM]	/	1%	-2%	?	-9%	-2%
CSc1ncccc1C(=O)Nc1ccc(S(=O)(=O)NC2=NCCCCC2)cc1	3%	-9%	?	7%	0%	-1%	1%	0%
CCCONC(=O)Nc1ccccc1[N+](=O)[O-]	3%	-15%[10 µM]	5%	4%	-1%	-7%	-10%	8%
O=C(CSc1cccc[n+]1[O-])Nc1c(Br)cc([N+](=O)[O-])cc1Br	-7%	3%	4%	4%	2%	-2%	3%	-1%
COc1cc(-c2nc3ccccc3c(=O)n2N)cc(OC)c1OC	6%	10%[10 µM]	7%	-5%	-1%	-1%	-4%	9%
CCCCOc1ccccc1C1NC(=O)NC(C)=C1C(=O)OCc1ccco1 (stereo unspecified)	-4%	0%[10 µM]	1%	-8%	-5%	-15%	0%	-4%
CC(C)Nc1ccc(-c2nc(-c3ccccn3)no2)cc1[N+](=O)[O-]	/	/	/	-10%	/	16%	6%	6%[76.3 µM]
O=C(O)C1=C[C@@H](C2CCCCC2)C[C@@H](OCCCCO)O1	1%	13%[10 µM]	/	-5%	-3%	-8%	4%	10%
O=C(Nc1ccccc1Oc1ccccc1)C1CC1	5%	1%[10 µM]	?	-5%	6%	0%	3%	-2%
CCCc1nc(SCC(=O)NNC(=O)C2CCCCC2)c2ccccc2n1	-11%	32%	5%	-9%	3%	-21%	-13%	8%
CCC(Oc1ccccc1)C(=O)NCCOC (stereo unspecified)	7%	18%[10 µM]	-6%	0%	0%	-3%	-2%	0%
O=C1Nc2ccc([N+](=O)[O-])cc2OC1CCN1CCN(Cc2ccccc2)CC1 (stereo unspecified)	0%	-25%	-36%	-7%	-6%	-17%	-11%	16%
O=C1CC(N2CCSCC2)C(=O)N1c1cccc(Br)c1 (stereo unspecified)	-3%	-1%	0%	4%	/	-7%	-3%	3%

Screening data deposited in PubChem by National Center for Advancing Translational Sciences (NCATS).
